Y pestis TopoI: Y. pestis Topo-I inhibition via cleavage products. Y. pestis Topo-I cleavage product accumulation, plate reader. activity, % at 10 µM. hit rate 0.064% among 360,000; in the data active = activity above about 50%, passing the limit was not always enough; inconclusive = no clear call, values can overlap the other calls; note: inactives centre near 2
BoNT F protease: BoNT F light chain protease inhibition | Multiplex microsphere protease cleavage assay, flow cytometry | inhibition, % at 10 µM | hit rate 0.22% among 360,000; in the data active = inhibition above about 35%, passing the limit was not always enough; inconclusive = no clear call, values can overlap the other calls; note: plate controls were buffer without enzyme for full effect and enzyme alone for no effect
FadD28 FP inh: inhibitors of Mycobacterium tuberculosis FadD28 bisubstrate binding; FadD28 bisubstrate probe binding, fluorescence polarization; inhibition, % at 12.5 µM; hit rate 0.22% among 360,000; AID 588549; in the data active = inhibition above about 8.5%, passing the limit was not always enough; inconclusive = no clear call, values can overlap the other calls
TcdB inh: TcdB glycohydrolase inhibition; AID 652162; P18177; hit rate 0.24% among 350,000; inhibition, % at 9.99 µM; TcdB glycohydrolase enzymatic assay, plate reader; in the data active = inhibition above about 10%
Anthrax LF inh2: blocks Bacillus anthracis lethal factor protease. P15917. multiplex microsphere protease cleavage assay, LF. inhibition, % at 10 µM. hit rate 0.12% among 360,000. AID 588501; note: plate controls were buffer without enzyme for full effect and enzyme alone for no effect
PfHsp40 rescue: compounds rescuing yeast from Plasmodium falciparum HSP40 toxicity | S. cerevisiae expressing PfHsp40, growth rescue, ATP luminescence | growth rescue, % at 12.5 µM | hit rate 0.68% among 340,000; in the data active = growth rescue above about 28%, passing the limit was not always enough; inconclusive = no clear call, values can overlap the other calls;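 note: yeast W303a lacking pdr1 and pdr3 grown in galactose medium; growth measured after three days at 30 °C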
BoNT A protease: BoNT A light chain protease inhibition; multiplex microsphere protease substrate cleavage, flow cytometry; inhibition, % at 10 µM; hit rate 0.17% among 360,000; note: plate controls were buffer without enzyme for full effect and enzyme alone for no effect
CCHF vOTU inh: CCHFV vOTU protease inhibition; hit rate 0.55% among 370,000; Pep-AMC fluorescence; inhibition, % at 11.5 µM; in the data active = inhibition above about 30%; note: 0% = vehicle wells with enzyme and 100% = no enzyme wells
PrPC TRFRET: reduces human prion protein on the cell surface. P04156. cell surface PrPC, TR-FRET read-out. inhibition, % at 13.8 µM. hit rate 0.43% among 370,000. AID 720596; in the data active = inhibition above about 24%; note: 0% = median of the test wells and 100% = reference compound wells
Starred values were filed as active, the others as inactive; ? = inconclusive; · = no result given; & = joins results of further samples. Cut-off read from the data, not from the text of the source, unless noted: active = inhibition above about 30%; inconclusive = no clear call, values can overlap the other calls; inactive = below that.

SMILES | Y pestis TopoI | BoNT F protease | FadD28 FP inh | TcdB inh | Anthrax LF inh2 | PfHsp40 rescue | BoNT A protease | CCHF vOTU inh | PrPC TRFRET
O=C(CCN1C(=O)c2ccc([N+](=O)[O-])cc2C1=O)Nc1ccccc1C(=O)O | -2 | 2 | -0.9 | -2.6 | 7 | -0.2 | -0.3 | 8 | 3
O=C(Nc1ccc(Cl)c(Cl)c1)OCc1cncs1 | -4 | 8 | -1.2 | · | -1 | 0.9 | 0.3 | 5 | 6
COc1ccc(OC)c(C2N(c3cc(C)on3)C(=O)C3CCCN32)c1 (stereo not given) | 3 | 4 | -1.2 | · | -3 | -1.1 | -0.2 | -1 | 5
Cc1cc([N+](=O)[O-])ccc1-c1ccc(/C=N/NC(=O)Cc2ccccc2)o1 | 3 | 7 | -2.0 | 0.6 | 11 | 0.1 | 16 | -9 | 3
COC(=O)CC1(c2ccccc2)C(=O)c2ccccc2C1=O | 7 | -2 | -1.0 | 0.8 | 0 | -1.0 | ? | -10 | 7
O=C(C1CCN(Cc2ccc(Cl)cc2)CC1)N1CCN(Cc2ccc3c(c2)OCO3)CC1 | 21 | -8 | -3.0 | 0.6 | -3 | -0.5 | -1.9 | 5 | -4
CC(C)COC(=O)CCn1[nH]c(=O)c2ccccc2c1=O | 0 | 1 | -2.1 | · | 0 | -0.4 | ? | 1 | 7
CCOc1ccc(S(=O)(=O)NCCC(=O)N(C)Cc2ccc(C)o2)cc1 | 0 | 9 | 0.2 | 0.1 | 0 | -0.7 | 0.9 | 3 | 1
COc1ccc(CNC(=O)Cn2nc([N+](=O)[O-])c(Br)c2C)cc1OC | -4 | -23 | -0.2 | 1.1 | -13 | 1.5 | -0.3 | 3 | -5
COc1ccc(OC)c(C(c2nnnn2CCC(C)C)N2CCN(C(=O)c3ccco3)CC2)c1 (stereo not given) | 26 | 4 | 0.4 | 0.5 | 0 | 1.1 | 0.1 | 10 | 7
COc1ccccc1NC(=O)C(CC=C(Cl)Cl)C(C)=O (stereo not given) | -6 | 19 | -2.4 | · | 0 | 5.9 | 1.0 | 14 | 0
COc1cc(CNC(C)(C)CO)cc(Br)c1OCc1ccccc1 | 8 | -11 | -2.8 | -0.2 | -2 | 0.4 | -0.8 | -8 | 0
O=c1[nH]c(=O)n(Cc2ccccc2)c(O)c1/C=C1\C=Nc2ccccc21 | 1 | -3 | -1.4 | -0.6 | 10 | 2.3 | 1.0 | 13 | 8
COc1ccc(NC(=S)NNC(=O)Cn2nc([N+](=O)[O-])cc2C)cc1 | 5 | 5 | -0.1 | · | -6 | -0.6 | -0.9 | -8 | -4
CCNc1nc(Oc2ccc(F)cc2)cc(C(F)(F)F)n1 | 2 | 3 | -0.1 | -1.1 | -1 | -0.7 | 0.1 | -4 | 3
COc1cc(Br)c(CN2C(=O)NC3(CCCCCC3)C2=O)cc1OC | 3 | 7 | -3.1 | -0.1 | -3 | -0.3 | 0.6 | 1 | 3
CC(=O)c1cccc(NC(=O)C2Cc3c(-c4ccc(Cl)cc4)ccnc3O2)c1 (stereo not given) | 20 | 0 | 0.6 | · | 0 | · | -0.2 | · | ·
COc1ccc(N2CCN(C(=O)c3ccc(C(C)(C)C)cc3)CC2)cc1 | 9 | -9 | -2.0 | · | -3 | 0.3 | -0.1 | 13 | -3
CC(=O)N1CCN(C2c3cccc4cccc(c34)C2NS(=O)(=O)c2ccccc2)CC1 (stereo not given) | 9 | -1 | -2.7 | · | -7 | 0.7 | 0.0 | 6 | -1
O=C(CSc1nnnn1-c1cccnc1)Nc1ccc(OCc2ccccc2)cc1 | 6 | -12 | -0.8 | · | 0 | 1.8 | -1.0 | 3 | 12
C=CCN1C(=O)/C(=C/c2ccc(-c3ccc(F)cc3)o2)SC1=S | 4 | 26 | -0.3 | 1.0 | 64* | -0.6 | 79* | -3 | 8
Cc1c(NC(=O)CSCc2ccc(Br)cc2)c(=O)n(-c2ccccc2)n1C | 10 | -5 | -0.8 | 0.1 | -2 | 0.0 | -0.4 | -14 | -19
O=[N+]([O-])c1c(Nc2ccccc2)ccc2nonc12 | 1 | -4 | -2.9 | · | -4 | 0.2 | 0.3 | 4 | -53
O=C(/C=C/c1cccc([N+](=O)[O-])c1)NC(=S)Nc1cccc(NC(=O)c2ccccc2Cl)c1 | -14 | 0 | -4.8 | · | 1 | -1.2 | -0.9 | 1 | 4
Cc1nc2ccc(NC(=O)CS(=O)(=O)c3ccccc3)cc2s1 | 4 | ? | -1.3 | -0.1 | 2 | 0.3 | -1.0 | -7 | 2
N#Cc1ccccc1CSc1ncccc1C(=O)O | 3 | -2 | -0.8 | 5.5 | 1 | 1.2 | -0.9 | 10 | 11
Cc1cc(OC(C)C(=O)N(Cc2ccco2)C2CCS(=O)(=O)C2)ccc1Cl (stereo not given) | 26 | -1 | -3.6 | · | -1 | 0.4 | -0.4 | · | ·
COc1cc(CN(C)CCc2ccccn2)cc(OC)c1OC | -1 | 2 | -3.4 | · | -4 | 0.6 | 0.2 | 0 | -4
Cc1cc(C)c(S(N)(=O)=O)c(C)c1N(C)S(=O)(=O)c1ccccc1 | -11 | -2 | -0.2 | 3.3 | -5 | -0.9 | -0.7 | -9 | 3
O=C(CSc1nnc(-c2ccc(O)cc2)n1-c1ccccc1)CC(=O)Nc1ccccc1 | 17 | 4 | -3.1 | · | -3 | 0.8 | 0.6 | 2 | 3
Cc1cc2c(cc1C)CN(c1ccccc1)C2 | 6 | ? | 2.0 | -1.4 | -3 | 0.9 | ? | -2 | -3
CCOC(=O)c1ccc(-n2c(CN3CCC(O)CC3)nc3ccc([N+](=O)[O-])cc3c2=O)cc1 | -12 | -11 | 0.3 | 1.6 | -6 | 0.8 | 0.3 | 14 | -22
Cc1ccc(NC(=O)c2cc3c(CO)cnc(C)c3oc2=Nc2cccc(C(N)=O)c2)cc1 | -3 | 3 | -4.4 | -3.5 | 9 | -1.1 | 0.5 | -2 | 0
Cc1ccc(S(=O)(=O)N(C)CC(=O)NC2CC(C)(C)NC(C)(C)C2)cc1 | 1 | -50 | -1.1 | · | 2 | -0.6 | -2.4 | 7 | 1
NC(=O)C1(NC2CCCCC2)CCN(Cc2ccccc2)CC1 | 6 | -1 | 0.2 | 1.0 | -1 | -2.2 | -0.1 | 9 | -9
COCCOC(=O)C1=C(C)NC2=C(C(=O)CC(C)(C)C2)C1c1cccnc1 (stereo not given) | -4 | 0 | -1.6 | · | -3 | -0.5 | -0.7 | -76 | -2
O=C(C1CCCN(S(=O)(=O)c2cc(Cl)ccc2Cl)C1)N1CCOCC1 (stereo not given) | -5 | -3 | -2.5 | 0.4 | 0 | 0.7 | 1.1 | -7 | 7
CCc1ccc(NC(=O)C2CCN(S(=O)(=O)c3c(C)[nH]c(=O)[nH]c3=O)CC2)cc1 | 10 | -1 | -0.2 | 0.3 | 2 | -1.1 | 2.3 | 3 | 8
CCC1Oc2ccccc2N(CC(=O)N2CCOCC2)C1=O (stereo not given) | 4 | -11 | -3.1 | -0.2 | 3 | 0.1 | -3.2 | 6 | -4
CCOc1ccc(C(=O)OCc2nnc(-c3cccs3)o2)cc1OC | 27 | 6 | -0.7 | · | -10 | 0.7 | 4.3 | 3 | -1
CNC(=O)NC(=O)C(OC(=O)CCNS(=O)(=O)c1ccccc1)c1ccccc1 (stereo not given) | -4 | -70 | -2.2 | 0.2 | -10 | -1.0 | -42 | 6 | -3
CCOC(=O)N1CCN(C(=O)C2CCN(S(=O)(=O)c3ccc(OCC)cc3)CC2)CC1 | 4 | 2 | -0.1 | 1.3 | -2 | 0.1 | 0.0 | -4 | -2
CCOC(=O)C1(Cc2ccccc2)CCN(Cc2cnn(-c3ccccc3)c2)CC1 | 21 | 2 | -2.7 | 1.1 | 8 | 0.4 | -0.1 | -6 | -9
CCCCN=C1NN=C(c2ccc3c(c2)OCCO3)CS1 | -7 | -2 | -2.1 | 1.0 | 1 | 1.8 | 0.3 | 10 | 4
CC1CCCCN1CCCNC(=O)C1CCCN(c2ncnc3c2nc2n3CCCCC2)C1 (stereo not given) | 5 | -13 | 0.7 | 2.3 | -3 | -1.5 | -1.2 | 6 | -3
O=C(NCC1CCCO1)c1cccc(NS(=O)(=O)c2ccccc2)c1 (stereo not given) | 14 | 12 | -0.3 | 0.9 | 4 | 0.1 | 1.8 | -6 | 1
O=C(CSc1ccccn1)Nc1nncs1 | 3 | 4 | -2.4 | · | -1 | -0.1 | 0.8 | -1 | 0
CCN(C(=O)COC(=O)c1ccc2c(c1)OCO2)c1ccc(F)cc1 | -9 | 5 | -3.2 | -0.3 | -8 | 0.7 | 0.2 | 8 | 1
COc1ccccc1NC(=O)c1ccc2c(=O)n3c(nc2c1)CCC3 | -9 | -1 | -3.2 | 1.3 | 1 | -1.7 | 1.7 | 5 | -1
CCC(=O)c1ccc(OCc2ccc(C(=O)OC)cc2)cc1 | 6 | -5 | -0.3 | 0.4 | -1 | 1.1 | -0.3 | -8 | 4
CCOC(=O)c1sc(NC(=O)c2cccnc2)c(C#N)c1C | -1 | 1 | 1.9 | 0.3 | -4 | -0.7 | 0.0 | -15 | 2
CSc1ccc(NC(=O)/C=C/C(=O)O)cc1 | -1 | ? | -1.2 | 1.2 | 4 | 0.4 | 1.8 | 6 | -2
C[C@@H]1CN([C@H](C)CO)C(=O)CCCn2cc(nn2)CO[C@H]1CN(C)C(=O)CCC(F)(F)F | -4 | -1 | -1.8 | 0.4&-0.3 | 0 | · | 0.1 | 10 | -8
OC1(c2ccccc2F)CCN(Cc2nnnn2CCc2ccccc2)CC1 | 10 | -2 | -6.3 | · | -2 | 0.0 | -0.1 | -9 | 1
COC(=O)C(Cc1c[nH]c2ccccc12)NC(C)=O (stereo not given) | 5 | -1 | -0.4 | · | -1 | 1.1 | -0.5 | -2 | -2
Cc1cc(=O)oc2cc(OCC(=O)Nc3ccc(CN4CCOCC4)cc3)ccc12 | 6 | -9 | 2.4 | 1.3 | -7 | -0.4 | -1.3 | -5 | 1
COc1ccc(-c2cc(C(=O)NC3CCCCC3)no2)cc1OC | 9 | 12 | 0.9 | -0.8 | 1 | -1.6 | 0.5 | -12 | 3
O=C(CCSc1ccccc1)NCC1CCCO1 (stereo not given) | 4 | 33 | -1.2 | · | 2 | -1.2 | 0.0 | -3 | 4
COc1cc(-c2nnc(SCC3(c4ccccc4)OCCO3)o2)cc(OC)c1OC | 11 | -5 | -2.2 | · | -3 | 1.7 | -0.2 | 12 | 6
COc1cc(CNCCNCC(C)O)ccc1OCc1ccc(Cl)nc1 (stereo not given) | 3 | -8 | -2.9 | -0.7 | -1 | -0.8 | 0.3 | -2 | 4
FC(F)(F)c1cccc(-c2cc(C3CCNCC3)[nH]n2)c1 | -13 | ? | · | 0.1 | -1 | -1.6 | -3.7 | 2 | -21
CC(C)N1CCN(Cc2coc3ccccc3c2=O)CC1CCO (stereo not given) | -2 | 0 | 0.0 | · | 0 | 0.8 | -0.7 | -13 | -2

An excerpt of these results, as a markdown table.
| canonical_smiles | Y pestis TopoI | BoNT F protease | FadD28 FP inh | TcdB inh | Anthrax LF inh2 | PfHsp40 rescue | BoNT A protease | CCHF vOTU inh | PrPC TRFRET |
| --- | --- | --- | --- | --- | --- | --- | --- | --- | --- |
| CCOc1ccc(S(=O)(=O)NCCC(=O)N(C)Cc2ccc(C)o2)cc1 | 0 | 9 | 0.2 | 0.1 | 0 | -0.7 | 0.9 | 3 | 1 |
| COc1ccc(CNC(=O)Cn2nc([N+](=O)[O-])c(Br)c2C)cc1OC | -4 | -23 | -0.2 | 1.1 | -13 | 1.5 | -0.3 | 3 | -5 |
| CCc1ccc(NC(=O)C2CCN(S(=O)(=O)c3c(C)[nH]c(=O)[nH]c3=O)CC2)cc1 | 10 | -1 | -0.2 | 0.3 | 2 | -1.1 | 2.3 | 3 | 8 |
| CCC(=O)c1ccc(OCc2ccc(C(=O)OC)cc2)cc1 | 6 | -5 | -0.3 | 0.4 | -1 | 1.1 | -0.3 | -8 | 4 |
| CCC1Oc2ccccc2N(CC(=O)N2CCOCC2)C1=O (stereo not given) | 4 | -11 | -3.1 | -0.2 | 3 | 0.1 | -3.2 | 6 | -4 |

Screening results (PubChem BioAssay)
